TcdB inh – blocks C. difficile toxin B glycohydrolase activity; P18177; TcdB glycohydrolase enzymatic assay, plate reader; inhibition, % at 9.99 µM; 0.24% of 350,000 active; in the data active = inhibition above about 10%
Active calls of the source: *; & = joins results of further samples. An excerpt (hit frequency here may not be typical).

Sample of the layout:
SMILES	TcdB inh
CO[C@H]1CN(C)C(=O)c2cc(C#N)ccc2OCC[C@@H]2CC[C@@H](OC)[C@@H](CN(C)C(=O)[C@@H]1C)O2	0.2&-0.8
CC(=O)N1[C@H](C(=O)NCCCN(C)C)[C@@H](CO)[C@@H]2Cn3c(ccc(-c4cccc(F)c4)c3=O)[C@@H]21	-7.1
C[C@H](CO)N1C[C@H](C)[C@H](CN(C)C(=O)Nc2ccc3c(c2)OCO3)Oc2ccc(NC(=O)NC3CCCCC3)cc2C1=O	1.1
CCCNC(=O)N1C[C@@H](O)COC[C@@H]2O[C@H](CC(=O)NCc3ccncn3)CC[C@H]21	-1.1
C[C@H](CO)N1C[C@H](C)[C@H](CN(C)Cc2ccc(C(=O)O)cc2)Oc2ncc(C#CCN(C)C)cc2C1=O	-5.7
Cc1ccc(S(=O)(=O)Nc2ccc3c(c2)C(=O)N([C@H](C)CO)C[C@H](C)[C@@H](CN(C)C(=O)Nc2cccc4ccccc24)OCCCC[C@H](C)O3)cc1	0.6
O=C(CN1CCOCC1)N1CCCCN2[C@H](CO)[C@@H](c3ccc(C#Cc4ccccc4F)cc3)[C@H]2C1	0.5

The listing, previewed entries included:
SMILES	TcdB inh
CO[C@H]1CN(C)C(=O)c2cc(C#N)ccc2OCC[C@@H]2CC[C@@H](OC)[C@@H](CN(C)C(=O)[C@@H]1C)O2	0.2&-0.8
CC(=O)N1[C@H](C(=O)NCCCN(C)C)[C@@H](CO)[C@@H]2Cn3c(ccc(-c4cccc(F)c4)c3=O)[C@@H]21	-7.1
C[C@H](CO)N1C[C@H](C)[C@H](CN(C)C(=O)Nc2ccc3c(c2)OCO3)Oc2ccc(NC(=O)NC3CCCCC3)cc2C1=O	1.1
CCCNC(=O)N1C[C@@H](O)COC[C@@H]2O[C@H](CC(=O)NCc3ccncn3)CC[C@H]21	-1.1
C[C@H](CO)N1C[C@H](C)[C@H](CN(C)Cc2ccc(C(=O)O)cc2)Oc2ncc(C#CCN(C)C)cc2C1=O	-5.7
Cc1ccc(S(=O)(=O)Nc2ccc3c(c2)C(=O)N([C@H](C)CO)C[C@H](C)[C@@H](CN(C)C(=O)Nc2cccc4ccccc24)OCCCC[C@H](C)O3)cc1	0.6
O=C(CN1CCOCC1)N1CCCCN2[C@H](CO)[C@@H](c3ccc(C#Cc4ccccc4F)cc3)[C@H]2C1	0.5
C[C@@H]1CN([C@H](C)CO)C(=O)c2cc(C#CC(C)(C)O)cnc2O[C@H]1CN(C)C(=O)CN(C)C	-0.2
CCO[C@H]1OC(C(=O)NCc2ccccc2)=C[C@@H](c2csc3ccccc23)[C@@H]1CCCO	-0.3
C[C@@H]1CN([C@H](C)CO)C(=O)c2cc(NC(=O)Nc3ccc(F)cc3)ccc2O[C@@H](C)CCCCO[C@H]1CN(C)S(=O)(=O)c1ccccc1	0.8
C[C@@H]1CCCCO[C@@H](CN(C)S(=O)(=O)c2ccccc2)[C@H](C)CN([C@H](C)CO)C(=O)c2cc(NC(=O)Nc3cccc4ccccc34)ccc2O1	-0.4
COc1ccc2c3c(n(C)c2c1)[C@@H](CO)N(C(=O)CC1CC1)CC31CN(C(=O)CC2CC2)C1	1.3
C[C@H]1CN([C@@H](C)CO)C(=O)c2cccc(NC(=O)c3nc4ccccc4s3)c2O[C@@H]1CN(C)C(=O)Nc1ccc2c(c1)OCO2	0.1
CC=Cc1ccc2n(c1=O)C[C@@H]1[C@@H](CO)[C@H](C(=O)NC3CCCC3)N(Cc3cccnc3)[C@H]21 (mixture of isomers)	-8.1
Cc1noc(C)c1S(=O)(=O)Nc1cccc2c1O[C@H](CN(C)C)[C@H](C)CN([C@@H](C)CO)C2=O	-1.3
CCCN1C[C@H](C)[C@H](OC)CN(C)C(=O)c2ccc(NC(=O)c3cnccn3)cc2OC[C@H]1C	-0.8
COc1ccc(S(=O)(=O)N(C)C[C@@H]2Oc3ccc(NC(=O)Nc4c(C)noc4C)cc3CC(=O)N([C@@H](C)CO)C[C@@H]2C)cc1	0.5
Cc1ccc(S(=O)(=O)NCC[C@@H]2CC[C@@H](NC(=O)C3CCOCC3)[C@H](CO)O2)cc1	-0.9
C[C@@H]1CN([C@@H](C)CO)C(=O)c2cccc(NS(=O)(=O)c3cn(C)cn3)c2O[C@H]1CN(C)C	-0.2
C[C@H](NC(=O)C[C@H]1CC[C@@H](NC(=O)c2cccnc2)[C@H](CO)O1)c1ccccc1	0.5
CNC[C@H]1Oc2ccc(NC(=O)CCC(F)(F)F)cc2CC(=O)N([C@@H](C)CO)C[C@H]1C	1.3
C[C@@H]1CCCCO[C@H](CN(C)C(=O)Nc2ccccc2)[C@@H](C)CN([C@@H](C)CO)C(=O)c2cc(NS(C)(=O)=O)ccc2O1	1.1
COCC(=O)N(C)C[C@@H]1Oc2ncc(-c3ccc(F)cc3)cc2C(=O)N([C@H](C)CO)C[C@@H]1C	0.6
O=C(c1cccc(F)c1)N1CC(=O)N2[C@H](CO)[C@@H](c3ccc(-c4cccnc4)cc3)[C@H]2C1	0.1
CCCC(=O)Nc1ccc2c(c1)OC[C@@H](C)N(CC1CCCC1)C[C@@H](C)[C@@H](OC)CN(C)C2=O	0.0
SMILES	TcdB inh
COc1ccc(NC(=O)N(C)C[C@@H]2Oc3ccc(NS(=O)(=O)c4ccccc4)cc3CC(=O)N([C@H](C)CO)C[C@@H]2C)cc1	1.0
COc1ccc(NC(=O)Nc2ccc3c(c2)C(=O)N([C@@H](C)CO)C[C@@H](C)[C@@H](CN(C)S(=O)(=O)c2ccc(F)cc2)OCCCC[C@@H](C)O3)cc1	1.1
O=C(C[C@@H]1C[C@@H]2c3cc(NC(=O)c4ccc5c(c4)OCO5)ccc3O[C@@H]2[C@@H](CO)O1)NCCc1ccccc1	-6.8
CCCNC(=O)N(C)C[C@@H]1Oc2cc(C#CCOC)ccc2S(=O)(=O)N([C@H](C)CO)C[C@@H]1C	-2.7
CCC(=O)N(C)C[C@H]1Oc2cc(/C=C/c3ccccc3)ccc2S(=O)(=O)N([C@H](C)CO)C[C@@H]1C	4.4
C[C@@H]1CN([C@@H](C)CO)C(=O)c2cc(NC(=O)CCCN(C)C)ccc2O[C@@H](C)CCCCO[C@H]1CN(C)S(=O)(=O)c1cccs1	1.3
CC(C)NC(=O)Nc1ccc2c(c1)C(=O)N([C@@H](C)CO)C[C@H](C)[C@@H](CN(C)Cc1ccc(Cl)c(Cl)c1)OCCCC[C@@H](C)O2	0.0
C[C@H](CO)N1C[C@H](C)[C@H](CN(C)S(C)(=O)=O)Oc2cc(-c3ccc(F)cc3)ccc2S1(=O)=O	1.4
C[C@@H]1CN([C@H](C)CO)C(=O)c2cc(-c3ccncc3)cnc2O[C@H]1CN(C)C(=O)NC1CCCC1	-1.1
O=C(C[C@H]1C[C@@H]2c3cc(NC(=O)c4ccc5c(c4)OCO5)ccc3O[C@@H]2[C@@H](CO)O1)NCc1cccc(F)c1	20*
C[C@@H]1CN([C@@H](C)CO)C(=O)c2cccc(NC(=O)Nc3ccccc3)c2O[C@H]1CN(C)Cc1ccncc1	-0.1
Cc1ccc(S(=O)(=O)Nc2ccc3c(c2)C(=O)N([C@H](C)CO)C[C@@H](C)[C@H](CN(C)S(=O)(=O)c2cn(C)cn2)O3)cc1	-0.4
CC(C)NC(=O)Nc1ccc2c(c1)C(=O)N([C@@H](C)CO)C[C@@H](C)[C@@H](CN(C)S(=O)(=O)c1ccc(Cl)cc1)O2	1.5
C[C@H](CO)N1C[C@H](C)[C@@H](CN(C)Cc2cccc(O)c2)OCc2ccccc2-c2c(n(C)c3ccccc23)C1=O	-2.0
C[C@H](CO)N1C[C@H](C)[C@H](CN(C)Cc2cncnc2)Oc2ncc(C#C[C@@H](C)O)cc2C1=O	-0.7
O=C(c1ccccc1)N1CC(=O)N2[C@H](CO)[C@@H](c3ccc(C#CCC4CCCC4)cc3)[C@H]2C1	0.7
C[C@@H]1CCCCO[C@H](CN(C)C(=O)Nc2ccc3c(c2)OCO3)[C@H](C)CN([C@@H](C)CO)C(=O)c2cc(NS(=O)(=O)c3cccs3)ccc2O1	-1.5
C[C@@H]1CN([C@H](C)CO)C(=O)c2cc(NC(=O)CCC(F)(F)F)ccc2O[C@@H](C)CCCCO[C@@H]1CN(C)C(=O)c1ccccc1	-0.1
CCCC#Cc1ccc2c(c1)O[C@H](CN(C)C(=O)NCCC)[C@@H](C)CN([C@@H](C)CO)S2(=O)=O	0.5
CC(C)OC(=O)N(C)C[C@H]1OCc2ccccc2-c2c(n(C)c3ccccc23)C(=O)N([C@H](C)CO)C[C@@H]1C	0.3
CCCC#Cc1ccc([C@@H]2[C@H]3CN(C(=O)c4ccncc4)CC(=O)N3[C@H]2CO)cc1	-0.4
C[C@H]1CN([C@@H](C)CO)C(=O)Cc2cc(NS(=O)(=O)c3cn(C)cn3)ccc2O[C@H]1CN(C)C(=O)Nc1ccc2c(c1)OCO2	-22
C[C@H]1CN([C@@H](C)CO)C(=O)Cc2cc(NC(=O)Nc3ccc4c(c3)OCO4)ccc2O[C@@H]1CN(C)Cc1ccc(Cl)c(Cl)c1	-1.5
O=C(CCN1CCCCC1)NCC[C@@H]1CC[C@@H](NC(=O)C2CCCCC2)[C@@H](CO)O1	-0.6
COc1ccc(S(=O)(=O)N2C[C@H](O)COC[C@@H]3O[C@H](CC(=O)NCc4ccc(Cl)c(Cl)c4)CC[C@H]32)cc1	-0.4

Three neighbouring compounds already listed, for reference:
SMILES	TcdB inh
C[C@@H]1CCCCO[C@H](CN(C)C(=O)Nc2ccccc2)[C@@H](C)CN([C@@H](C)CO)C(=O)c2cc(NS(C)(=O)=O)ccc2O1	1.1
COCC(=O)N(C)C[C@@H]1Oc2ncc(-c3ccc(F)cc3)cc2C(=O)N([C@H](C)CO)C[C@@H]1C	0.6
O=C(c1cccc(F)c1)N1CC(=O)N2[C@H](CO)[C@@H](c3ccc(-c4cccnc4)cc3)[C@H]2C1	0.1

More structures follow:
SMILES	TcdB inh
Cc1ccccc1-c1cnc2c(c1)C(=O)N([C@H](C)CO)C[C@@H](C)[C@@H](CN(C)C(=O)c1ccccc1)O2	-1.1
CO[C@H]1CN(C)C(=O)c2cc(NC(=O)C3CCCC3)ccc2OC[C@@H](C)NC[C@@H]1C	-0.2
O=C(c1cccc(F)c1)N1CC[C@@H]2[C@H]1c1cc(C#Cc3cccc(F)c3)ccc1N[C@@H]2CO	0.5
CO[C@H]1CN(C)C(=O)c2ccc(NS(=O)(=O)c3ccccc3C)cc2OC[C@@H](C)N(S(C)(=O)=O)C[C@@H]1C	0.0
CC=Cc1ccc2n(c1=O)C[C@@H]1[C@@H](CO)[C@H](C(=O)NCCOC)[C@H]2N1Cc1ccccc1 (mixture of isomers)	-0.1
COC(=O)[C@H]1[C@H](CO)[C@H]2Cn3c(ccc(-c4ccc(F)cc4)c3=O)[C@H]2N1C(=O)C1CCC1	-0.6
Cc1ccc(S(=O)(=O)Nc2ccc3c(c2)C(=O)N([C@H](C)CO)C[C@H](C)[C@@H](CN(C)S(=O)(=O)c2c(C)noc2C)OCCCC[C@@H](C)O3)cc1	0.4
CO[C@H]1CN(C)C(=O)c2cc(NS(C)(=O)=O)ccc2OC[C@H](C)N(C(=O)c2ccc3c(c2)OCO3)C[C@@H]1C	-0.6
C[C@@H]1CN([C@@H](C)CO)C(=O)c2cc(NS(=O)(=O)c3ccccc3)ccc2O[C@@H]1CN(C)Cc1ccc(-c2ccccc2)cc1	1.2
COCC(=O)N1CC2(C1)CN(Cc1nccs1)[C@@H](CO)c1c2c2ccc(OC)cc2n1C	-3.4
O=C(N[C@H]1CC[C@H](CCNS(=O)(=O)c2ccc(F)cc2)O[C@H]1CO)C1CCCC1	-0.5
C[C@@H]1CCCCO[C@@H](CN(C)C)[C@@H](C)CN([C@H](C)CO)C(=O)c2cc(NC(=O)Nc3ccc(C(F)(F)F)cc3)ccc2O1	0.1
COc1ccc(CN(C)C[C@H]2Oc3c(NS(C)(=O)=O)cccc3C(=O)N([C@H](C)CO)C[C@H]2C)cc1	-0.7
O=C(C1CCOCC1)N1C[C@H]2[C@@H](c3ccccc31)[C@@H](CO)N2C(=O)Nc1cccc(F)c1	1.2
CN1[C@@H]2c3ccc(C4=CCCC4)c(=O)n3C[C@H]1[C@H](CO)[C@H]2C(=O)NCc1cc(F)cc(F)c1	-1.2
COc1cccc(C(=O)Nc2ccc3c(c2)C(=O)N(C)[C@@H]2CC[C@H](CC(=O)N[C@H](C)c4ccccc4)O[C@H]2CO3)c1	0.6
CO[C@@H](CN(C)C(=O)c1cnccn1)[C@H](C)CN([C@@H](C)CO)S(=O)(=O)c1ccc(Cl)cc1	-0.3
Cc1noc(C)c1NC(=O)N(C)C[C@@H]1Oc2ccc(NC(=O)Nc3cccc4ccccc34)cc2C(=O)N([C@H](C)CO)C[C@H]1C	-0.1
CO[C@H]1CN(C)C(=O)c2ccc(NC(=O)C3CC3)cc2OC[C@H](C)N(CCC(F)(F)F)C[C@@H]1C	-0.6
C[C@@H]1CN([C@H](C)CO)C(=O)c2cccc(NC(=O)C3CC3)c2O[C@H]1CN(C)C(=O)Nc1ccc(C(F)(F)F)cc1	-0.6
CCC(=O)Nc1ccc2c(c1)OC[C@@H](C)N(C(=O)c1ccccc1F)C[C@@H](C)[C@@H](OC)CN(C)C2=O	0.2
C[C@H]1CN([C@@H](C)CO)C(=O)Cc2cc(NC(=O)Nc3ccc(C(F)(F)F)cc3)ccc2O[C@H]1CN(C)Cc1ccncc1	0.0
C[C@H](CO)N1C[C@H](C)[C@@H](CN(C)Cc2ccccc2)Oc2ccc(NC(=O)Nc3ccc(C(F)(F)F)cc3)cc2C1=O	0.2
COc1ccc(S(=O)(=O)Nc2ccc3c(c2)C(=O)N([C@@H](C)CO)C[C@H](C)[C@H](CN(C)S(=O)(=O)c2cccs2)OCCCC[C@@H](C)O3)cc1	0.2
O=C1CN(Cc2ccc(F)cc2)C[C@@H]2[C@@H](c3ccc(Br)cc3)[C@H](CO)N12	-1.5
C[C@H]1CN([C@@H](C)CO)C(=O)c2cc(NC(=O)CCN3CCOCC3)ccc2O[C@H]1CN(C)Cc1ccc(C(=O)Nc2ccccc2N)cc1	-0.5
C[C@H](CO)N1C[C@H](C)[C@@H](CN(C)S(=O)(=O)c2cccs2)OCCCC[C@H](C)Oc2ccc(NS(C)(=O)=O)cc2C1=O	-14
O=C(C[C@@H]1CC[C@@H]2NC[C@@H](O)COC[C@H]2O1)N1CCc2ccccc2C1	-0.8
CCS(=O)(=O)N1CCC2(CC1)CN(C(=O)c1ccc(F)cc1)[C@@H](CO)c1[nH]c3cc(OC)ccc3c12	0.1

Screening data from PubChem BioAssay.
